Assay outcomes (PubChem)
BRCA1 expr up: qHTS Assay to Identify Small Molecule Activators of BRCA1 Expression | Potency, µM (doses to about 46.1 µM), inactives show top-dose activation, usual class: activators | MCF7-BRCA1-FFLuc reporter, luminescence, 48 h; response scale: scaled: vehicle 0%, 10 µM genistein 100% | 1.1% of 380,000 active; also: potency is read from the fitted curve at half-maximal effect; nearly all actives have a fitted effect of over 80% in size; some results filed as inactive show a strong effect at the top dose
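MCF7-BRCA1-FFLuc, 2000 cells/well; 2 h attach, 37 °C/5% CO2; compound 48 h; luciferase substrate 15 min; luminescence end-point. Norm. to genistein 10 microM max activation and DMSO; concentration-response curves fitted.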
RORgamma inh: qHTS for inhibitors of ROR gamma transcriptional activity. Drosophila S2 Gal4-RORgamma UAS-luciferase reporter, 20 h. Nuclear receptor ROR-gamma (Mus musculus), P51450. 5.4% of 310,000 active. Potency, µM (highest dose often 53.6 µM), for inactives: at the highest dose activity change, negative = inhibition, usual class: inhibitors; also: potency is read from the fitted curve at half-maximal effect; % is scaled to controls: 0 for no effect and ±100 for the full control effect; nearly all actives have a fitted effect of over 60% in size
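Stable Schneider cell line, Gal4 DNA-binding domain fused to ROR gamma, UAS-luciferase. Cmpd 1 hr RT → CuSO4 700 uM final → 20 hr RT → luciferase reagent 10 min → luminescence.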
p53 reactivation: qHTS assay for re-activators of p53 using a Luc reporter. Potency, µM (titrated, usually from 92.2 µM), inactives show at the highest dose activity change, positive = activation, most hits filed as activators. H1299 p53-A138V BP100-luciferase reporter, luminescence, 24 h. 0.063% of 320,000 active; also: potency is read from the fitted curve at half-maximal effect; % of control where 0% means no effect; nearly all actives have a fitted effect of over 45% in size
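p53-null H1299 cells stably carrying temperature-sensitive p53-A138V and a BP100-luciferase reporter were pinned with compounds (4-point, 1:5 series) and held 24 hrs at 37 deg C. Luminescence was read 10 min after detection reagent.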
Tb PFK block: qHTS Assay to Find Inhibitors of T. brucei phosphofructokinase; T. brucei PFK, ADP-Glo luminescence; AID 485367, 2010; ATP-dependent 6-phosphofructokinase (Trypanosoma brucei brucei), O15648; Potency, µM (series often up to 57.5 µM), inactives show at the top dose activity, negative = inhibition, most hits filed as inhibitors; 0.17% of 330,000 active;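 also: potency is read from the fitted curve at half-maximal effect; 0% = uninhibited 1x PFK enzyme wells and -100% = no-enzyme wells; nearly all actives have a fitted effect of over 60% in size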
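1.25 nM PFK with 0.5 mM F6P and 0.1 mM ATP in 0.1 M TEA pH 8.0, 5 mM MgCl2, incubated 45 min at room temperature; ADP measured by ADP-Glo luminescence; compounds titrated up to 57 uM.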
FLuc modulator: qHTS profiling assay for firefly luciferase inhibitor/activator using purifed enzyme and Km concentrations of substrates (counterscreen for miR-21 project); Luciferin 4-monooxygenase (Photinus pyralis), P08659; purified FLuc, Km substrates, luminescence inhibition; Potency, µM (highest dose often 57.5 µM), without a hit: top-dose activity change, negative = inhibition, actives largely listed as inhibitors; 6.9% of 360,000 active;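 also: potency is read from the fitted curve at half-maximal effect; plate controls were vehicle for no effect and reference inhibitor for full effect; nearly all actives have a fitted effect of over 55% in size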
Target sequence (P08659 whole entry, looked up): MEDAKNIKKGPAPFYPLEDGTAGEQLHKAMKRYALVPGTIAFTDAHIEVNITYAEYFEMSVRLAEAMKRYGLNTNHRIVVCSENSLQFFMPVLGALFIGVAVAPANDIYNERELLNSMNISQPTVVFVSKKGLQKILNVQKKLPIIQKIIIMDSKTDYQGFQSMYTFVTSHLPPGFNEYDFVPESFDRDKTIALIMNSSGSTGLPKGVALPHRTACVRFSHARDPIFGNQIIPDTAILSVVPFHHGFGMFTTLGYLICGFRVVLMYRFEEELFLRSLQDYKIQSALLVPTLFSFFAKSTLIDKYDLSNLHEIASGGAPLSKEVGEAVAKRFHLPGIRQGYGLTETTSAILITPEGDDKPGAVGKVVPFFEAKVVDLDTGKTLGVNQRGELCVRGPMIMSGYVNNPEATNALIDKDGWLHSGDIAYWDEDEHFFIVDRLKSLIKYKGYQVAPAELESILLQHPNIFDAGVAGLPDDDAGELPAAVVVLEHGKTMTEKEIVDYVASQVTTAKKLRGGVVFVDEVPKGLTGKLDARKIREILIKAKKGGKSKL
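Biochemical qHTS of compounds, final roughly 60 µM downward over six points, against 10 nM purified firefly luciferase using Km concentrations of substrates (10 uM D-luciferin, 10 uM ATP) in Tris acetate pH 7.5 buffer; luminescence output.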
ELG1 DNA repair: qHTS screen for small molecules that inhibit ELG1-dependent DNA repair in human embryonic kidney (HEK293T) cells expressing luciferase-tagged ELG1; Potency, µM (series often up to 46.1 µM), inactives show top-dose activity change, negative = inhibition, most hits filed as inhibitors; HEK293T ELG1-luciferase reporter, luminescence, 16 h; DNA damage induced by 5-fluorouridine; 2.3% of 330,000 active; also: potency is read from the fitted curve at half-maximal effect; % is scaled to controls: 0 for no effect and ±100 for the full control effect; nearly all actives have a fitted effect of over 55% in size
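In this reporter screen, reduction of luminescence relative to DMSO vehicle indicated activity. Compounds and 5-fluorouridine were added together to 2,000 cells per well, incubated for 16 hr at 37 °C, then developed with ONE-Glo.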
ELG1 genotox: qHTS screen for small molecules that induce genotoxicity in human embryonic kidney (HEK293T) cells expressing luciferase-tagged ELG1; 1.3% of 330,000 active; Potency, µM (titrated, usually from 46 µM), for the others: at the highest dose activity change, positive = activation, actives largely listed as activators; AID 504466, 2011; HEK293T ELG1-luciferase reporter, luminescence, 16 h; also: potency is read from the fitted curve at half-maximal effect; % of control where 0% means no effect; nearly all actives have a fitted effect of over 60% in size
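Quantitative HTS format in 1536-well plates. HEK293T ELG1-luciferase reporter cells receive test compound and are incubated 16 hr at 37 °C, 5% CO2; ONE-Glo added, 30 min room temperature, then luminescence read.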
Gal4-VP16 FLuc: VP16 counterscreen qHTS for inhibitors of ROR gamma transcriptional activity | Drosophila S2 Gal4-VP16 UAS-luciferase, luminescence, 20 h | Potency, µM (top dose mostly 53.6 µM), without a hit: top-dose activity, negative = inhibition, hits mostly inhibitors | 3.5% of 310,000 active;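 also: Gal4-VP16 expression switched on by copper sulfate through the metallothionein promoter; potency is read from the fitted curve at half-maximal effect; % is scaled to controls: 0 for no effect and ±100 for the full control effect; nearly all actives have a fitted effect of over 50% in size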
TRPV1 ag: HTS Assay for Compounds that Act as Agonists of the Vanilloid Receptor 1. Transient receptor potential cation channel subfamily V member 1 (Homo sapiens), Q8NER1. TRPV1-expressing cells, Fluo-8 calcium influx, agonist mode. activation, % at 8.33 µM. 0.19% of 320,000 active. AID 540275, 2011; in the data active = activation above about 80%; inconclusive = between about 30% and that limit; also: 0% is about no effect
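TRPV1-expressing cells were cultured overnight at 35.5C and loaded with Fluo-8 calcium dye for 40 to 90 min at room temperature. After a 10 s baseline, compound was added and calcium influx was read kinetically for 3 min (ex 480/em 520 nm).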
Rab9 prom act: qHTS Assay for Rab9 Promoter Activators; Huh7 Rab9 promoter-luciferase reporter, luminescence, 24 h; Potency, µM (top dose mostly 9.22 µM), for inactives: at the top dose activation, negative = inhibition, usual class: activators; 2.8% of 320,000 active; AID 485297, 2010; also: potency is read from the fitted curve at half-maximal effect; % of control where 0% means no effect; nearly all actives have a fitted effect of over 60% in size
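Cells were plated at 1500 per well in reduced-serum medium with 10% FBS and left 2 h. Compound in DMSO was then added for 24 h at 37 °C. Reporter signal was read by luminescence after 10 min with luciferase detection reagent.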
NPC1 promoter act: qHTS Assay for NPC1 Promoter Activators | Huh7 NPC1 promoter luciferase reporter, 24 h | Potency, µM (doses to about 9.22 µM), inactives show top-dose activation, hits mostly activators | 2.4% of 320,000 active;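 also: potency is read from the fitted curve at half-maximal effect; % of control where 0% means no effect; nearly all actives have a fitted effect of over 60% in size; reporter is driven by a mutant NPC1 promoter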
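Stably transfected Huh7 (NPC1 promoter→luciferase), 1500 cells/well in Opti-MEM + 10% FBS, 2 h settle, then compound 24 h at 37 °C. Luminescence after 10 min with Amplite reagent.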
* = called active by the depositor; ? = inconclusive; . = not tested or not shown; [ ] = remark or other dose. Unless noted, calls follow the shape of the dose curve; as a rule, active = well fitted curve in the direction sought with a large enough effect; inconclusive = small, poorly fitted or top-dose-only effect, or another doubt; inactive = no such curve, though single readings can be large; an effect the other way counts as inactive or inconclusive.

Every second line gives: BRCA1 expr up, RORgamma inh, p53 reactivation, Tb PFK block, FLuc modulator, ELG1 DNA repair, ELG1 genotox, Gal4-VP16 FLuc, TRPV1 ag, Rab9 prom act, NPC1 promoter act
#1 O=c1[nH]n(-c2cccc3cccnc23)c(=O)c2ccccc12
→ -23.0%, -87.0%, 4.6%, -0.9%, -18.0%, 0.8%, -0.8%, -12.7%, 5.8, 7.2%, 11.4%
#2 CC(=O)NC1=NN(C(C)=O)C(c2ccco2)S1 (centres undefined)
→ -3.8%, 5.7%, 1.8%, 1.5%, -0.8%, 9.7%, -1.1%, -0.3%, 1.3, -0.4%, -2.8%
#3 CCOc1ccc(-c2nnn(CC(=O)Nc3cc(OC)ccc3OC)n2)cc1OCC
→ -4.6%, -12.6%, -6.3%, 1.0%, -0.1%, 0.4%, 3.2%, -15.8%, -1.1, 0.8%, -5.3%
#4 CN(C(=O)COC(=O)c1nc(Cl)ccc1Cl)C1CCS(=O)(=O)C1 (centres undefined)
→ -3.4%, 14.7%, 12.5%, 0.7%, -1.8%, 0.3%, 7.8%, 0.8%, -0.1, 7.7%, -1.4%
#5 CC(=O)N1CCN(C(=O)c2ccc(S(=O)(=O)Nc3ccccc3F)cc2)CC1
→ 9.8%, ., 18.2%, 0.2%, -1.6%, 12.5%, -2.5%, ., -3.5, 0.2%, -8.0%
#6 CCc1ccc(CNc2ccc(N3CCN(C(C)=O)CC3)cc2)cc1
→ -30.0%, 5.3%, -3.2%, 0.1%, 4.0%[2.3 µM], ?, -12.2%, 16.0%, 0.3, -2.2%, -2.7%
#7 CC(Sc1ccc(S(=O)(=O)N2CCOCC2)cc1[N+](=O)[O-])C(=O)O (centres undefined)
→ -3.1%, -3.2%, -2.8%, 12.9%, -1.3%, -4.7%, -0.1%, -6.4%, -2.0, -7.6%, -2.5%
#8 Cc1ccccc1NS(=O)(=O)c1cc(OCC(N)=O)c(C)cc1Cl
→ -3.6%, 20.8%, -2.2%, -3.2%, -0.5%, ., 0.7%, 1.7%, 6.5, 0.2%, -9.7%
#9 CCCn1c(=O)c2ccccc2n2c(SCc3nc4ccccc4s3)nnc12
→ 2.0%, 38.4%, ?, -0.2%, 10.7µM*, ?, ?, 28.7%, 4.8, ?, 3.4%
#10 COc1ccccc1CNc1nc(C)c(C(=O)N(C)C)s1
→ 1.8%, -12.3%, 0.4%, ?, -0.4%, 11.1%, 0.1%, 0.8%, 0.9, 0.5%, -8.8%
#11 COC(CN(C(=O)CCl)C(C(=O)NC1CCCCC1)c1ccccc1C)OC (centres undefined)
→ -81.9%, -17.3%, -19.6%, -0.2%, 1.6%, 23.1µM*, -13.3%, 0.0%, 12.5, -11.7%, -11.2%
#12 CN(C(=O)CN(C)S(=O)(=O)c1ccc(F)cc1)c1c(N)n(Cc2ccccc2)c(=O)[nH]c1=O
→ 33.3%, ., 1.6%, -5.7%, 0.6%, 13.5%, 0.0%, ., 3.0, 0.1%, -2.0%
#13 CCOC(=O)c1cnc(-c2ccc(C(F)(F)F)cn2)[nH]c1=O
→ 12.3%, -28.3%, -2.3%, 0.8%, -0.2%, -3.2%, -0.9%, 4.6%, -3.3, 0.8%, -2.8%
#14 Cc1ccc2cc(CN(CC3CCCO3)C(=O)Nc3ccccc3F)c3nnnn3c2c1 (centres undefined)
→ 0.0%, 27.8%, 20.9%, -2.4%, ?, ?, 5.5%, 5.9%, 10.6, 18.3%, 1.5%
#15 CCN1CCN(C(=O)C2CCN(S(=O)(=O)c3ccc(Br)cc3)CC2)CC1
→ -11.3%, -12.2%, -2.1%, -2.7%, -1.9%, 10.8%, -0.1%, -2.0%, 2.1, -4.2%, 1.9%

2 compounds from above, reduced to FLuc modulator:
item | smiles | FLuc modulator
10 | COc1ccccc1CNc1nc(C)c(C(=O)N(C)C)s1 | -0.4%
9 | CCCn1c(=O)c2ccccc2n2c(SCc3nc4ccccc4s3)nnc12 | 10.7µM*

Back to the main list with the 4 entries that preceded the break.
Every second line gives: BRCA1 expr up, RORgamma inh, p53 reactivation, Tb PFK block, FLuc modulator, ELG1 DNA repair, ELG1 genotox, Gal4-VP16 FLuc, TRPV1 ag, Rab9 prom act, NPC1 promoter act
#12 CN(C(=O)CN(C)S(=O)(=O)c1ccc(F)cc1)c1c(N)n(Cc2ccccc2)c(=O)[nH]c1=O
→ 33.3%, ., 1.6%, -5.7%, 0.6%, 13.5%, 0.0%, ., 3.0, 0.1%, -2.0%
#13 CCOC(=O)c1cnc(-c2ccc(C(F)(F)F)cn2)[nH]c1=O
→ 12.3%, -28.3%, -2.3%, 0.8%, -0.2%, -3.2%, -0.9%, 4.6%, -3.3, 0.8%, -2.8%
#14 Cc1ccc2cc(CN(CC3CCCO3)C(=O)Nc3ccccc3F)c3nnnn3c2c1 (centres undefined)
→ 0.0%, 27.8%, 20.9%, -2.4%, ?, ?, 5.5%, 5.9%, 10.6, 18.3%, 1.5%
#15 CCN1CCN(C(=O)C2CCN(S(=O)(=O)c3ccc(Br)cc3)CC2)CC1
→ -11.3%, -12.2%, -2.1%, -2.7%, -1.9%, 10.8%, -0.1%, -2.0%, 2.1, -4.2%, 1.9%
#16 COc1cccc(-n2c(N)cc(=O)nc2SCC(=O)Nc2cc(C)on2)c1
→ -8.2%, 11.9%, -4.8%, 3.5%, 0.9%, 5.8%, 0.3%, 7.4%, 1.3, -2.9%, -7.4%
#17 O=C1CCC(=O)N1OCCOc1ccc(Cl)c2ccccc12
→ -6.9%, 38.0%, -3.9%, 5.0%, ?, 14.7%, -0.6%, ?, 8.6, 2.0%, -4.0%
#18 CC(NC(=O)NC1CCCCC1)C(c1cccs1)N1CCN(c2ccccc2)CC1 (centres undefined)
→ -15.5%, -24.4%, 7.6%, -0.7%, 0.3%, ?, -23.9%, -0.6%, 27.9, -3.7%, -3.4%
#19 O=C(O)c1ccc(Cl)c(S(=O)(=O)N(Cc2ccccc2)c2ccccc2)c1
→ -23.1%, -26.8%, -0.9%, -0.2%, 1.0%, -2.8%, -1.2%, 7.7%, -2.0, 2.0%, -4.3%
#20 Cc1ccc(C(=O)NNC(=O)c2ccc(S(=O)(=O)N(C)c3ccccc3)cc2)cc1
→ -16.2%, ., -6.5%, -0.5%, 1.7%, -2.1%, -0.1%, ., 21.4, 2.0%, -0.9%
